Assay outcomes: PubChem BioAssay, several laboratories
M1AAP inhibition = malaria alanyl aminopeptidase activity blockers – biochemical, fluorogenic H-Leu-NHMec substrate, 1536-well (AID 1445) | 220,000 tested, 0.42% active | inhibition, % at 30 µM; hits with a dose series show IC50 in µM | recombinant M1AAP, H-Leu-NHMec fluorogenic kinetic assay; higher % means a stronger effect;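 active = primary inhibition above the hit cutoff, then over 50% inhibition at one or more dose response concentrations, cut at about 23% in these data, passing the limit was not always enough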;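 note: plate controls were DMSO full reaction for no effect and no enzyme background for full effect; strong numbers were not always called active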
M17LAP inhibition = P. falciparum M17LAP inhibitors, primary screen, biochemical, fluorogenic H-Leu-NHMec substrate, 1536-well (AID 1619) | recombinant M17LAP, H-Leu-NHMec fluorogenic kinetic assay; higher % means a stronger effect | inhibition, % at 30 µM, or IC50 in µM where a hit was titrated | 220,000 tested, 0.38% active;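 active = compound inhibiting the enzyme by more than half at any dose during confirmatory dose-response retesting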;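 note: plate controls were full reaction with DMSO carrier for no effect and no enzyme background for full effect; strong numbers were not always called active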
Dynein cargo inh = blocks dynein driven cargo transport along microtubules. 3617.4 mouse cells, GR-EGFP nuclear translocation imaging; test concentration mostly 20 µM; stimulated with dexamethasone, 1 µM; hits give low values. 220,000 tested, 0.47% active. z-score, hits read low;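 active = plate z-score of nuclear minus cytoplasmic receptor signal below a set negative limit, without overly bright fluorescence or cell loss, cut at about -3.5 in these data, passing the limit was not always enough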;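 note: z-score of nuclear minus cytoplasmic ring GR-EGFP intensity difference per well; some compounds called inactive have numbers as strong as hits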
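Buffer or medium: tet-free, stripped-serum medium; Also added: dexamethasone, 1.0 µM final; Technique: high-content fluorescence imaging after fixation; Times: 48 h induction, 1 h compound, 30 min dex at 37 °C; Read-out: per-cell GR-EGFP intensity, nucleus versus surrounding cytoplasmic ring, well-averaged.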
XIAP antagonists = small molecules displacing peptide from XIAP – biochemical, IAP family, fluorescence polarization (AID 1018); XIAP BIR domain, fluorescence polarization peptide displacement; higher % means a stronger effect; 200,000 tested, 0.007% active; displacement, % at 20 µM; hits with a dose series show IC50 in µM; in the data active = displacement above about 50%; note: a part of the inactive calls stands beside numbers as strong as those of hits
AID2073 = disruptors of CaV2.2 binding to Mint1 – biochemical, HTRF (AID 2073) | inhibition, % at 20 µM; hits with a dose series show IC50 in µM | 290,000 tested, 0.19% active | HTRF protein-protein interaction, Mint1-CaV2.2; higher % means a stronger effect; in the data active = inhibition mostly above about 51%, no sharp cut-off; note: some results filed as inactive read as strong as hits
PMI inhibition = human PMI inhibitors, high substrate, primary screen, biochemical, fluorescence intensity, high mannose 6-phosphate (AID 1220) | recombinant PMI enzyme, coupled fluorescence intensity; higher % means a stronger effect | inhibition, % at 20 µM, or IC50 in µM where a hit was titrated | 190,000 tested, 0.66% active
human PMI inhibition = inhibitors of human PMI, primary screen, biochemical, fluorescence intensity, coupled assay (AID 1209). purified PMI enzyme, coupled fluorescence intensity; higher % means a stronger effect. inhibition, % at 20 µM; hits with a dose series show IC50 in µM. 190,000 tested, 0.42% active;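 note: plate controls were DMSO vehicle for no effect and wells lacking substrate for full effect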
LYP phosphatase = inhibitors of LYP phosphatase, biochemical, fluorescence intensity, uHTS (AID 1779); recombinant LYP phosphatase, fluorescence intensity; higher % means a stronger effect; inhibition, % at 11.5 µM; hits with a dose series show IC50 in µM; 290,000 tested, 0.054% active;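 note: plate controls were vehicle with enzyme for no effect and no enzyme for full effect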
SIAH1 antagonists = Siah-1 peptide-binding antagonists, primary screen, biochemical, fluorescence polarization, rhodamine-plectin, uHTS (AID 1817); Siah-1 / rhodamine-plectin peptide fluorescence polarization; higher % means a stronger effect; one-dose displacement, % at 20 µM; IC50 in µM for titrated hits; 290,000 tested, 0.02% active;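 active = displacement of at least 50% at 20 µM, with a fluorescence ratio check between 0.3 and a set limit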;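 note: plate controls were Siah plus tracer with DMSO for no effect and tracer alone without Siah for full effect; strong numbers were not always called active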
Dynein cargo inh cytoplasmic EGFP = also measured in Dynein cargo inh; calls as there; z-score; measured here: cytoplasmic GR-EGFP intensity; hits give high values
Dynein cargo inh nuclear GR-EGFP = recorded beside Dynein cargo inh, whose call it bears; z-score; measured here: nuclear GR-EGFP intensity;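 lower value marks the stronger effect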
Dynein cargo inh cell count = second read-out of Dynein cargo inh, no call of its own (marks repeat the call); z-score; measured here: cell count per field
* marks the source's active call; other numbers are inactive results; x = no result given. Cut-off read from the data, not from the text of the source, unless noted: active = inhibition above about 50%; inactive = the rest.

Assay codes – A = M1AAP inhibition; B = M17LAP inhibition; C = Dynein cargo inh; D = Dynein cargo inh cytoplasmic EGFP; E = Dynein cargo inh nuclear GR-EGFP; F = Dynein cargo inh cell count; G = XIAP antagonists; H = AID2073; I = PMI inhibition; J = human PMI inhibition; K = LYP phosphatase; L = SIAH1 antagonists
1. Cc1ccc(C(=O)Nn2cnc3scc(-c4cccs4)c3c2=O)c(O)c1
  A = 15.4%; B = 11.3%; C = 1.13; D = -0.45; E = 0.537; F = -0.332; G = -3.3%; H = 6.3%; I = 1.7%; J = 7.6%; K = 0.0%; L = -3.1%
2. COc1ccccc1NC(=O)C1=C(C)NC2=C(C(=O)CCC2)C1c1ccc(C)o1 (stereo unspecified)
  A = 3.0%; B = 7.8%; C = -0.0918; D = -0.347; E = 0.0219; F = -0.0722; G = -5.3%; H = 4.4%; I = 12.8%; J = 15.9%; K = -0.1%; L = 4.3%
3. CC(C)NCC(=O)C12CC3CC(CC(C3)C1)C2
  A = 1.3%; B = 5.7%; C = -0.795; D = -0.257; E = -0.0907; F = 1.13; G = x; H = -3.4%; I = x; J = x; K = -8.2%; L = -2.7%
4. c1cc(-c2noc(CC3CCCCC3)n2)ccn1
  A = 0.7%; B = 3.8%; C = -0.611; D = -0.201; E = -0.0966; F = -1.32; G = -3.6%; H = 3.9%; I = 0.7%; J = -7.5%; K = -13.6%; L = 1.2%
5. CC1=C(C(=O)Nc2ccc([N+](=O)[O-])cc2)C(c2cccc(C(F)(F)F)c2)NC(=S)N1c1ccccc1 (stereo unspecified)
  A = 2.7%; B = -2.7%; C = -0.47; D = -0.318; E = -0.00595; F = 0.258; G = -3.4%; H = 12.9%; I = 1.1%; J = 7.9%; K = 8.4%; L = 3.6%
6. O=C(C[n+]1cccc(CNC(=O)c2ccc(OC(F)F)cc2)c1)Nc1ccc(SC(F)F)cc1
  A = 3.5%; B = 8.4%; C = 1.9; D = -0.277; E = 0.724; F = -0.957; G = -4.9%; H = -5.1%; I = -1.7%; J = 14.4%; K = -6.8%; L = 1.2%
7. CC(=O)NCCNC(=O)c1ccc(NC2=NC3CS(=O)(=O)CC3S2)cc1 (stereo unspecified)
  A = 0.6%; B = -0.9%; C = -0.229; D = -0.166; E = 0.393; F = 0.551; G = x; H = -19.8%; I = x; J = x; K = -3.9%; L = 1.2%
8. COc1ccc(-c2c(C)oc3ccc(C)cc23)cc1
  A = -1.2%; B = -1.1%; C = -0.502; D = -0.185; E = 0.359; F = -0.336; G = -4.6%; H = 0.5%; I = 7.8%; J = 7.6%; K = -5.7%; L = 2.8%
9. CN1C(=O)c2ccccc2N(C)C1c1ccc2c(c1)OCO2 (stereo unspecified)
  A = 14.0%; B = -272.8%; C = -0.278; D = 0.242; E = -0.06; F = 0.499; G = 0.5%; H = 1.6%; I = -5.1%; J = -8.8%; K = -9.2%; L = 0.7%
10. CCOc1ccccc1CN(CCc1ccc2c(c1)OCO2)Cc1ccccn1
  A = -1.1%; B = 4.6%; C = -1.4; D = -0.135; E = -0.561; F = -0.00976; G = -1.2%; H = -5.5%; I = 5.0%; J = 8.8%; K = -3.5%; L = 7.9%

Profiles from above. Screens in order: M1AAP inhibition | M17LAP inhibition | Dynein cargo inh | Dynein cargo inh cytoplasmic EGFP | Dynein cargo inh nuclear GR-EGFP | Dynein cargo inh cell count | XIAP antagonists | AID2073 | PMI inhibition | human PMI inhibition | LYP phosphatase | SIAH1 antagonists
Listed for CC(C)NCC(=O)C12CC3CC(CC(C3)C1)C2 : 1.3% | 5.7% | -0.795 | -0.257 | -0.0907 | 1.13 | x | -3.4% | x | x | -8.2% | -2.7%
Listed for CC1=C(C(=O)Nc2ccc([N+](=O)[O-])cc2)C(c2cccc(C(F)(F)F)c2)NC(=S)N1c1ccccc1 (stereo unspecified) : 2.7% | -2.7% | -0.47 | -0.318 | -0.00595 | 0.258 | -3.4% | 12.9% | 1.1% | 7.9% | 8.4% | 3.6%

(more compounds)
Assay codes – A = M1AAP inhibition; B = M17LAP inhibition; C = Dynein cargo inh; D = Dynein cargo inh cytoplasmic EGFP; E = Dynein cargo inh nuclear GR-EGFP; F = Dynein cargo inh cell count; G = XIAP antagonists; H = AID2073; I = PMI inhibition; J = human PMI inhibition; K = LYP phosphatase; L = SIAH1 antagonists
11. Cc1ccc(-n2c(O)c(C=NC3CCS(=O)(=O)C3)c3ccccc3c2=O)cc1 (stereo unspecified)
  A = 0.6%; B = 4.4%; C = -0.368; D = -0.256; E = -1.02; F = 0.445; G = -4.1%; H = -2.1%; I = 9.0%; J = 5.7%; K = -7.2%; L = 3.0%
12. CC(C)C(Nc1ccc(S(=O)(=O)N2CCOCC2)cc1[N+](=O)[O-])C(=O)O (stereo unspecified)
  A = 2.9%; B = 9.0%; C = 0.194; D = -0.214; E = 0.575; F = -0.207; G = -8.0%; H = -2.1%; I = -17.4%; J = -20.4%; K = -4.3%; L = 1.9%
13. CC(Nc1ccccc1N1CCCCC1)C(=O)N1CCc2ccccc21 (stereo unspecified)
  A = -5.5%; B = -8.6%; C = 1.54; D = 0.0327; E = 1.86; F = -1.89; G = -5.7%; H = -11.8%; I = 31.9%; J = 21.5%; K = 3.3%; L = 12.4%
14. COc1cccc(-c2nc(NC(C)(C)C)c3ccccc3n2)c1O
  A = 0.4%; B = -8.5%; C = -0.161; D = 0.0549; E = 0.578; F = -0.439; G = -8.4%; H = -6.7%; I = 18.8%; J = 15.1%; K = -1.0%; L = -1.1%
15. COc1ccccc1NC(=O)C(=O)/C=C(\O)c1ccccc1
  A = -3.1%; B = 1.7%; C = 0.615; D = -0.199; E = 0.18; F = -0.831; G = x; H = 6.6%; I = x; J = x; K = -7.7%; L = 15.5%
16. O=C(O)c1ccc(C2SCC(=O)N2Cc2ccccc2)cc1 (stereo unspecified)
  A = 5.3%; B = -2.2%; C = -0.821; D = -0.18; E = -0.458; F = 1.41; G = 1.0%; H = 1.9%; I = 8.1%; J = 4.5%; K = 4.7%; L = 3.0%
17. CC1=NN(c2ccccc2)C(=O)C1C(=O)c1ccccc1 (stereo unspecified)
  A = 14.1%; B = -3.5%; C = -0.179; D = -0.226; E = -0.158; F = -0.127; G = 0.1%; H = -3.4%; I = 2.6%; J = -2.1%; K = 8.2%; L = 1.2%
18. COc1ccccc1/C=C/C=N/n1c(-c2n[nH]c3c2CCC3)n[nH]c1=S
  A = 0.8%; B = -10.5%; C = 1.44; D = -0.185; E = 0.65; F = -0.733; G = x; H = -48.3%; I = x; J = x; K = -3.4%; L = -2.3%
19. O=C(NC1CCCC1)C(c1cccs1)N(Cc1ccco1)C(=O)Cn1nnc(-c2cccs2)n1 (stereo unspecified)
  A = 6.5%; B = -4.6%; C = -0.544; D = -0.207; E = -0.331; F = -0.627; G = -5.7%; H = 4.4%; I = 10.9%; J = 14.8%; K = 3.0%; L = -4.3%
20. Cc1nn(S(=O)(=O)c2cccs2)c(C)c1Sc1ccccc1
  A = 3.4%; B = -0.4%; C = -0.49; D = -0.182; E = -0.312; F = 0.602; G = -3.4%; H = 1.4%; I = 11.8%; J = 18.5%; K = 4.8%; L = 1.2%
21. CCOc1ccc2c(c1)c(N=O)c(O)n2C
  A = -6.2%; B = 17.5%; C = -0.65; D = 0.339; E = -0.493; F = -0.337; G = -8.9%; H = -2.0%; I = 4.8%; J = 16.6%; K = -0.8%; L = -0.9%
22. COc1cc(CCCN2C(N)=NC[C@@H]2c2ccccc2)cc(OC)c1OC
  A = -2.0%; B = -0.1%; C = -0.101; D = -0.8; E = -0.000898; F = 0.0505; G = x; H = 26.9%; I = x; J = x; K = -11.4%; L = 1.0%
23. O=C(NCC1CCCO1)C1CC1(c1ccccc1)c1ccccc1 (stereo unspecified)
  A = -0.1%; B = -4.3%; C = -0.1; D = -0.202; E = 0.0552; F = -0.323; G = -1.8%; H = 4.3%; I = 1.4%; J = 107.6%*; K = 2.4%; L = -1.1%
24. COc1cccc(NC(=O)CN2CCN(S(=O)(=O)c3ccc(C(C)C)cc3)CC2)c1
  A = -4.1%; B = -7.7%; C = -0.237; D = -0.243; E = 0.483; F = -0.149; G = 1.6%; H = 5.0%; I = 10.8%; J = 15.1%; K = 10.8%; L = 0.9%
25. COc1cccc(CC(Cc2nc3ccccc3[nH]2)c2nc3ccccc3[nH]2)c1 (stereo unspecified)
  A = -4.8%; B = 8.5%; C = -0.537; D = -0.33; E = -0.247; F = 0.557; G = -5.3%; H = 4.4%; I = 17.3%; J = 11.0%; K = -6.0%; L = 4.4%
26. COc1ccccc1-c1c(C)oc2c(CN3CCN(C)CC3)c(O)ccc2c1=O
  A = 8.7%; B = -172.6%; C = -0.701; D = -0.186; E = -0.0346; F = -0.315; G = 0.2%; H = 20.7%; I = 0.6%; J = 1.2%; K = -0.7%; L = 15.2%
27. Cc1ccc2nc(Cl)c(C3CC(c4ccco4)=NN3C(=O)CCCC(=O)O)cc2c1 (stereo unspecified)
  A = 4.3%; B = 0.6%; C = -0.744; D = -0.203; E = -0.276; F = 1.2; G = x; H = 13.3%; I = x; J = x; K = -0.8%; L = 5.5%
28. CCOC(=O)C12CNC(=O)C(C(=O)OCC)(CNC1=O)C2
  A = -0.7%; B = -3.2%; C = -0.808; D = 0.134; E = -0.0441; F = 0.726; G = -7.4%; H = 10.3%; I = 7.3%; J = 5.0%; K = -11.9%; L = -5.3%
29. O=C(NCC1CCCO1)c1ccccc1-c1nc(-c2ccc(F)cc2)no1 (stereo unspecified)
  A = 2.6%; B = -0.7%; C = 0.444; D = -0.14; E = 0.769; F = -0.671; G = 0.6%; H = -7.5%; I = -4.7%; J = -4.6%; K = -10.6%; L = 0.7%
30. COc1ccc(C(NC(=O)C2C3C=CC(C3)C2C(=O)O)c2ccccc2)cc1 (stereo unspecified)
  A = 7.8%; B = 19.1%; C = -0.341; D = -0.244; E = 0.0903; F = 0.914; G = -4.6%; H = 2.1%; I = -6.1%; J = -4.7%; K = 2.3%; L = 1.9%
31. Cc1ccc(N2C(=O)C3ON(c4ccccc4)C(CC(C)C)C3C2=O)cc1 (stereo unspecified)
  A = -2.2%; B = -2.0%; C = -0.265; D = -0.256; E = -0.398; F = 0.883; G = x; H = 2.4%; I = x; J = x; K = -4.0%; L = 10.9%
32. CCOC(=O)c1c(COC(=O)c2ccco2)nc2ccccc2[n+]1[O-]
  A = 5.0%; B = -6.5%; C = 0.466; D = -0.177; E = 0.254; F = 0.944; G = -3.1%; H = 8.0%; I = 10.9%; J = 10.3%; K = 3.4%; L = -1.3%
33. O=C(CCc1nnc(CCc2ccccc2)o1)NC(c1cccnc1)C(F)(F)F (stereo unspecified)
  A = -3.8%; B = -6.7%; C = -0.482; D = -0.248; E = 0.185; F = 0.12; G = x; H = 3.0%; I = x; J = x; K = -4.5%; L = 11.3%
